High-throughput results from PubChem BioAssay.
DT40 TDP1 CPT: growth inhibition of DT40 Tdp1-/-;hTDP1 cells with camptothecin (screen for TDP1 inhibitors); AID 686979; 420,000 tested, 12% active; Potency, µM (top dose mostly 46.2 µM), for inactives: at the top dose activity change, negative = growth inhibition, most hits filed as inhibitors; chicken DT40 Tdp1-/-;hTDP1 cells + 20 nM CPT, ATP luminescence, 48 h; also: nearly all actives have a fitted effect of over 55% in size
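Chicken DT40 Tdp1-/- cells stably complemented with human TDP1 were seeded at 400 cells/well in medium containing 20 nM camptothecin, exposed to pin-transferred compounds, and grown at 37 °C for at least 48 hr. Viability was read as ATP luminescence.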
N370S GC mod: inhibits or activates N370S mutant glucocerebrosidase; P04062; N370S GC spleen homogenate, 4MU-glucoside fluorescence; Potency, µM (top dose mostly 59.4 µM), for the others: top-dose activity change, negative = inhibition, hits mostly inhibitors; 330,000 tested, 0.092% active; AID 2101;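 also: 0% = full enzyme activity and -100% = no enzyme basal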
FEN1 inhibitor: blocks human flap endonuclease 1; 390,000 tested, 0.35% active; Potency, µM (doses to about 114 µM), for the others: at the highest dose activity change, negative = inhibition, most hits filed as inhibitors; Recombinant FEN1 flap cleavage, fluorescence, 15 min; AID 588795; P39748; also: nearly all actives have a fitted effect of over 65% in size
Target sequence (P39748 whole entry, looked up): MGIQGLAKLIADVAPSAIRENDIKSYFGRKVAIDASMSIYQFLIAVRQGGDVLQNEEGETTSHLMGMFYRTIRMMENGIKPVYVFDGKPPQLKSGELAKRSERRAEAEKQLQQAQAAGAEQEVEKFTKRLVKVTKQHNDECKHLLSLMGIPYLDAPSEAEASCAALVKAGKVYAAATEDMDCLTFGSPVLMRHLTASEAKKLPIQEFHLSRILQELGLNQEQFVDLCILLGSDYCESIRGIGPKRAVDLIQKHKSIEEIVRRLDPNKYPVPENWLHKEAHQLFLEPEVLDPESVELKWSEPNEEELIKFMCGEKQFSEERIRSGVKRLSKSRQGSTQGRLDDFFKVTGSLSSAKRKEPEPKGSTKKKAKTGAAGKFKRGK
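Read-out was taken twice, immediately and after 15 min, following addition of 50 nM substrate to 10 nM FEN1 that had sat with test compound for 15 min at room temperature. Curves came from a four-parameter Hill model.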
* = called active by the depositor; ? = inconclusive; . = no result given; & = joins results of further samples; [ ] = remark or other dose. Calls follow the shape of the dose curve; as a rule, active = well fitted curve in the direction sought with a large enough effect; inconclusive = small, poorly fitted or top-dose-only effect, or another doubt; inactive = no such curve, though single readings can be large; an effect the other way counts as inactive or inconclusive. Unless noted, % is scaled to controls: 0 for no effect and ±100 for the full control effect; potency is read from the fitted curve at half-maximal effect. A portion of the library; rates above refer to the full screens.

SMILES | DT40 TDP1 CPT | N370S GC mod | FEN1 inhibitor
c1ccc2c(CSc3nnc(-c4ccncc4)o3)cccc2c1 | -4% | -5% | ?
CC(=O)NC12CC3CC(C1)CC(C(=O)N1CCN(S(=O)(=O)c4cccs4)CC1)(C3)C2 | -8% | . | -12%
O=C(Nc1cccnc1)c1cc(-c2ccc(Cl)cc2Cl)on1 | 7% | -1% | -4%
O=C(CCC(=O)N1CCCC1)N1CCCC1 | 3% | 3% | 21%
O=C(Cn1cnc([N+](=O)[O-])n1)N/N=C/c1ccccc1O | 16µM* | 3% | 2%
Oc1ccc(/C=N/NC(=S)NCc2ccco2)cc1 | -7% | -7%[12.8 µM] | 4%
C[n+]1nc(Nc2ccccc2)sc1-c1ccc(O)cc1 | ? | -7% | 3%
N#CC1=C(N)N2C(=C(C#N)C1c1ccc(Br)cc1)Nc1ccccc12 (stereo unspecified) | 6.5µM* | -25% | -4%
O=C1c2ccccc2C(O)N1c1cccnc1 (stereo unspecified) | 18% | -12% | -18%
CCN(CC)c1ccc(N2C(=O)c3ccccc3C2=O)cc1 | 11% | 3% | 5%
CCN1CCN(CCNC(=O)c2ccc(CS(=O)c3ccc(Br)cc3)o2)CC1 (stereo unspecified) | -13% | 2% | 2%
C/C(CCc1ccccc1)=N\NC(=O)c1ccccc1[N+](=O)[O-] | 3% | -7% | 1%
Cc1ccc(NC(=O)CNC(=O)C2CCCCC2)nc1 | -10% | 4% | -4%
CCNc1nc(NCC)n2c(SC(C)C(=O)c3ccc(C)cc3)nnc2n1 (stereo unspecified) | ? | 9% | -5%
CC1Oc2ccccc2N(CC(=O)N2CCCCC2)C1=O (stereo unspecified) | 15% | -9% | 13%

Compounds shown so far that contain an aryl thioether with sulfur outside any ring, in the order listed:
SMILES | DT40 TDP1 CPT | N370S GC mod | FEN1 inhibitor
c1ccc2c(CSc3nnc(-c4ccncc4)o3)cccc2c1 | -4% | -5% | ?
CCNc1nc(NCC)n2c(SC(C)C(=O)c3ccc(C)cc3)nnc2n1 (stereo unspecified) | ? | 9% | -5%

In the list so far, two have a nitro group on carbon.
SMILES | DT40 TDP1 CPT | N370S GC mod | FEN1 inhibitor
O=C(Cn1cnc([N+](=O)[O-])n1)N/N=C/c1ccccc1O | 16µM* | 3% | 2%
C/C(CCc1ccccc1)=N\NC(=O)c1ccccc1[N+](=O)[O-] | 3% | -7% | 1%

The list continues.
SMILES | DT40 TDP1 CPT | N370S GC mod | FEN1 inhibitor
COc1ccc(C)cc1NC(=O)CSc1nnc(-c2ccc(C)cc2)o1 | ? | 8% | -8%
Cc1ccc(S(=O)(=O)N2CCCC(C(=O)N3CCN(C)CC3)C2)cc1 (stereo unspecified) | -6% | 4% | 16%
Cc1ccc(NC(=O)CSc2nc3c([nH]c4ccccc43)c(=O)n2-c2ccccc2)cc1Cl | 12µM* | . | -12%
CCOC(=O)CSc1nnc(CSc2nc(C)cc(C)n2)n1Cc1ccco1 | -20% | 1% | -8%
O=C(Cn1c(=O)sc2ccccc21)NCCOc1ccccc1F | -14% | 16% | -7%
CCN(CC(=O)Nc1c(F)cccc1F)C(=O)Cc1c(C)nc2ccccc2c1C | ? | . | -14%
CC1(C)CC(=O)C2=C(C1)OC(N)=C(C#N)C2C1CC=CCC1 (stereo unspecified) | ? | 8% | 5%
CC(C)c1nn2c(=O)cc(COC(=O)c3ccccc3NC(=O)COc3ccccc3)nc2s1 | 5% | . | -1%
CCC(=O)N1CCc2cc(S(=O)(=O)NC(C(=O)NCCc3ccc(C)cc3)C(C)C)ccc21 (stereo unspecified) | 5% | . | -7%
Cc1ccc(NC(=O)c2ccc3nsnc3c2)c(Cl)c1 | -13% | -9% | -1%
O=[N+]([O-])c1ccc(O)c(/C=N\N=C2c3ccccc3-c3ccccc32)c1 | 23µM* | -5% | -7%
COc1cccc(C(=O)Nn2c(C)nnc2-n2nc(C)cc2C)c1 | -2% | 1% | 1%
CCNc1c2c(nc3ccccc13)CC(C)(C)CC2=O | ? | 0% | 0%
O=C(Nc1ccc(OC(F)(F)C(F)F)c(NC(=O)c2cccc(F)c2)c1)c1cccc(F)c1 | -15% | ? | 3%
COc1ccc(NC(=O)CC2SC(N3CCOCC3)=NC2=O)c(OC)c1 (stereo unspecified) | 17% | . | -2%
COc1cccc(OC)c1C(=O)Nc1ccccc1NC(=O)c1c(OC)cccc1OC | 19% | 1% | 3%
COc1cc(/C=C(\C#N)C(=O)Nc2ccc3ccccc3c2)c([N+](=O)[O-])cc1OC | ? | -14% | 0%
O=C(N/N=C\c1cccnc1)c1ccccc1O | 9% | -5% | 8%
Cc1cccc(NC(=O)c2ccc(COc3cccc4ccccc34)o2)n1 | -9% | -22% | -10%
COc1cc(NC(=O)Nc2cccc(-c3noc(C)n3)c2)cc(OC)c1OC | ? | . | -23%
COC(=O)C(NC(=O)c1ccccc1)(Nc1cc(C)cc(C)n1)C(F)(F)F (stereo unspecified) | 13% | 3% | 16%
COc1ccc(CCNC(=O)c2sc3nc4n(c(=O)c3c2C)CCC4)cc1 | -22% | 0% | 1%
O=C1c2ccccc2-c2cccc(NS(=O)(=O)c3ccc(C(F)(F)F)cc3)c21 | -13% | 6% | 10%
Cc1ccc(NC(=O)c2c(Cl)n(C)c3ccccc23)cc1 | ? | 12% | -2%
c1ccc2c(c1)ncn2Cc1nnc2sc(-c3ccncc3)nn12 | ? | -1% | 3%
Cc1ccc(/C=C/C(=O)Nc2ccc(S(=O)(=O)Nc3ncccn3)cc2)cc1 | -10% | 2% | 24%
C=C[C@]12CC[C@H](OC(C)=O)CC1=CCC1C2CC[C@@]2(C)C1CCC21OCCO1 (stereo partly specified) | ? | . | -1%
Cc1ccc(N2CC(C(=O)N3CCN(C(=O)c4ccco4)CC3)CC2=O)cc1 (stereo unspecified) | -19% | 22% | 1%
CC1CCCCC1NC(=O)CN1CCN(Cc2ccccc2Cl)C1=O (stereo unspecified) | -25% | -7% | -1%
CC(=O)C[C@@H](O)CC(=O)[C@@H]1OC(=O)CCCCC/C=C/Cc2ccccc21 | -1% | . | 39%[activator]
Cn1c(CCNC(=O)c2ccco2)nc2cc(NC(=O)c3ccco3)ccc21 | ? | 1% | 4%
N#C/C(=C\c1ccc(O)c(Br)c1)C(=O)NCc1ccccc1 | -19% | 2% | -18%
CCC1(c2ccc(F)cc2)NC(=O)N(CC(=O)Nc2ccc(-c3nc4ccc(C)cc4s3)cc2)C1=O (stereo unspecified) | 13µM* | 11% | -2%
O=C(NCC(=O)N1CCN(C(=O)c2ccco2)CC1)c1cccc(Cl)c1 | 2% | . | -11%
Cc1cccc(NC(=O)C[n+]2cccc(C)c2)c1 | 5% | -13% | 1%
COCCN(C(=O)CCC(=O)Nc1nccs1)C(C(=O)NC(C)(C)C)c1ccc(F)cc1 (stereo unspecified) | -27% | -20% | -3%
Cc1ccc(Nc2nc3ccccc3n3nnnc23)cc1 | -25% | 14% | -1%
O=C(Nc1cccc(Cl)c1)c1cnn2cccnc12 | -5% | 22% | -3%
COc1cc(C2SCC(=O)N2CCCN(C)C)cc(OC)c1OC (stereo unspecified) | -3% | -8% | 0%
CCN(CC(=O)Nc1cc(Cl)ccc1C)C(=O)c1cc(S(=O)(=O)N2CCCCCC2)ccc1OC | ? | -6% | 1%
COc1ccc(C)cc1Nc1cc(C)nc2ncnn12 | 4% | -19% | 13%
COc1ccc(-c2nc3ccccc3nc2-c2ccc(OC)c(OC)c2)cc1OC | -4% | -7% | -8%
COc1ccccc1NC(=O)c1ccc(COc2ccc(C)c(C)c2)o1 | ? | . | -29%
CC(C)c1ccc(N(C(=O)CNC(=O)c2ccco2)C(C(=O)NC2CCCC2)c2ccncc2)cc1 (stereo unspecified) | 2% | -6% | -14%
Cc1ccc(C2(c3noc(CN(C)Cc4ccccn4)n3)CCCC2)cc1 | ? | 7% | -17%
CCOc1ccc(-c2c(C)nn3c(C)c(C(=O)NC(C)c4ccccc4)cnc23)cc1OCC (stereo unspecified) | 21µM* | . | -16%
Cc1ccc2oc(C(=O)NCC3CCOCC3)c(C)c2c1 | -16% | 1% | -10%
O=C(Cc1n[nH]c(=O)[nH]c1=O)N/N=C/c1cccc(O)c1 | -4% | 6% | 11%
COc1ccc(S(=O)(=O)N2CCOC2CNC(=O)C(=O)NCCCN(C)C)cc1C (stereo unspecified) | -9% | . | 5%
O=C1c2ccccc2C(=O)N1CN(C(=O)c1ccccc1)c1ccc(O)cc1 | 2% | -3% | -4%
Cc1ccc(NS(=O)(=O)c2cccc(C(=O)NCCc3c[nH]c4ccccc34)c2)c(C)c1 | ? | 2% | -4%
CC1CCCC(C)N1CCNC(=O)CCn1nc(-c2ccccc2)ccc1=O (stereo unspecified) | -1% | 14% | 4%
CN(CC(=O)Nc1cccc(F)c1)CC(=O)N(C)CC(=O)Nc1ccccc1Br | -10% | . | 1%
Cc1cc(-n2c(C)nc3ccccc3c2=O)ccc1NC(=O)c1ccccc1[N+](=O)[O-] | 18µM* | . | 20%
Cc1nn(-c2ccccc2)c(Cl)c1/C=C1\SC(=S)N(C)C1=O | ? | -15% | -5%
COc1cc(NC(=O)COc2ccc(C)c(C)c2)ccc1NC(=O)c1ccco1 | 17% | -10% | -12%
CS(=O)(=O)c1nc(-c2ccccc2)c(-c2ccccc2)[nH]1 | 1% | 5% | -7%
O=C(Nc1ccc(O)c(-c2nc3ccccc3s2)c1)C1=COCCO1 | 0% | 3% | 0%
Cc1ccc(Cn2c(CN3CC(C)OC(C)C3)nc3c2c(=O)[nH]c(=O)n3C)cc1 (stereo unspecified) | -13% | -28% | 9%
Cc1ccc(CN2CCC(CNC(=O)Nc3ccccc3F)CC2)cc1 | 1%&-27% | -5% | 3%&0%

More results follow.
SMILES | DT40 TDP1 CPT | N370S GC mod | FEN1 inhibitor
C=C1C(=O)C23C(O)C1CCC2C12CCCC(C)(COC(C)=O)C1C(O)C3(O)OC2 (stereo unspecified) | 1µM* | . | -15%
C/C(=N\NC(=O)CSc1nc2ccccc2o1)c1cccc(O)c1 | -3% | -2% | -9%
CC(=O)N1CCCN(Cc2cn(-c3cc(C)ccc3C)nc2-c2ccccc2)CC1 | 18µM* | -2% | 5%
O=C(CCS(=O)(=O)c1ccc(Br)cc1)Nc1ccccn1 | -23% | 3% | 0%
COc1cccc(C(=O)NNC2OC(CO)C(O)C2O)c1 (stereo unspecified) | 5% | 11% | 1%
O=C(N/N=C/c1ccc(Br)s1)c1cccnc1 | -7% | 11% | 3%
COc1cc(CN(C2CCCCC2)S(=O)(=O)c2ccc(S(=O)(=O)N(C)C3CCCCC3)cc2)cc(OC)c1OC | ? | 0% | -2%
Nc1scc[n+]1Cc1cccc2cccnc12 | 4% | -4% | -8%
CC(=O)Nc1ccc(NC(=O)CSc2nnc(-c3cc(C)[nH]n3)n2N)cc1 | 4% | -14% | -5%
Cc1cc2[nH]c(=O)c(=O)[nH]c2cc1S(=O)(=O)N1CCN(c2ccccc2)CC1 | 3%&-1% | ? | 12%&-4%
COC(=O)c1sc(S(=O)(=O)N2CCN(CCO)CC2)c(C(=O)OC)c1C | -4% | -10% | -7%
O=C1CSC(=S)N1 | -17% | 4% | -2%
CCOC(=O)CCC(=O)Nc1ccc([N+](=O)[O-])cc1C | -5% | 4% | -2%
COc1ccc(NC(=O)CSc2nnc(C3CC3)n2N)cc1 | 9% | 10% | 0%
COC(=O)COc1ccc2c(=O)c(-c3ccccc3)coc2c1 | 3% | -8% | -11%

The final 2 entries of the section before are carried over, then new ones follow:
SMILES | DT40 TDP1 CPT | N370S GC mod | FEN1 inhibitor
COc1ccc(NC(=O)CSc2nnc(C3CC3)n2N)cc1 | 9% | 10% | 0%
COC(=O)COc1ccc2c(=O)c(-c3ccccc3)coc2c1 | 3% | -8% | -11%
NS(=O)(=O)c1cccc(NC(=O)CC23CC4CC(C2)CC(CC(=O)Nc2cccc(S(N)(=O)=O)c2)(C4)C3)c1 | 0% | -13% | 14%
Cc1onc(-c2c(Cl)cccc2Cl)c1C(=O)OCC(=O)c1ccccc1 | ? | 16% | 7%
CC(C)NC(=O)N(C)C[C@H]1Oc2ccc(NC(=O)NC3CCCCC3)cc2C(=O)N([C@H](C)CO)C[C@@H]1C | -1% | . | 12%
O=Cc1ccc(OCC(=O)NC(=O)NC2CCCCC2)cc1 | ? | 15% | 0%

Gathered by group, those above with bromine (six)
SMILES | DT40 TDP1 CPT | N370S GC mod | FEN1 inhibitor
N#CC1=C(N)N2C(=C(C#N)C1c1ccc(Br)cc1)Nc1ccccc12 (stereo unspecified) | 6.5µM* | -25% | -4%
CCN1CCN(CCNC(=O)c2ccc(CS(=O)c3ccc(Br)cc3)o2)CC1 (stereo unspecified) | -13% | 2% | 2%
N#C/C(=C\c1ccc(O)c(Br)c1)C(=O)NCc1ccccc1 | -19% | 2% | -18%
CN(CC(=O)Nc1cccc(F)c1)CC(=O)N(C)CC(=O)Nc1ccccc1Br | -10% | . | 1%
O=C(CCS(=O)(=O)c1ccc(Br)cc1)Nc1ccccn1 | -23% | 3% | 0%
O=C(N/N=C/c1ccc(Br)s1)c1cccnc1 | -7% | 11% | 3%
